Screens as filed in PubChem.
TWEAK-Fn14 inh – inhibitors of TWEAK-Fn14 interaction signaling. 360,000 tested, 2% active. TWEAK-stimulated Fn14 reporter cells, luciferase luminescence, 8 h. inhibition, % at 10 µM; in the data active means inhibition above about 50%
SRC3 inh – inhibitors of human steroid receptor coactivator 3 (SRC3); inhibition, % at 3.6 µM; 360,000 tested, 0.17% active; Q9Y6Q9; HEK293 GAL4-SRC3 luciferase reporter, luminescence; AID 588352;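 active means inhibition above a per-campaign cutoff, the mean of all compounds plus 3 SD, cut at about 60% in these data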;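 further: 0% = DMSO-treated cells and 100% = gossypol-treated cells at 36 µM; higher means less SRC3-driven luciferase light from the GAL4 reporter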
Granule exo inh – lytic granule exocytosis inhibition; TALL-104 LAMP-1 surface exposure, flow cytometry; cells stimulated with thapsigargin and PMA; inhibition, % at 10 µM; 360,000 tested, 0.66% active;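 active means inhibition above about 55%, limit read from the data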
TLR9-MyD88 block – inhibitors of human TLR9-MyD88 binding | inhibition, % at 4.98 µM | Q9NR96+Q99836 | AID 504734 | 340,000 tested, 0.21% active | CHO BLA complementation TLR9-MyD88, CCF4 FRET ratio;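 active means inhibition above the mean over all tested compounds plus 3 SD, cut at about 21% in these data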;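 further: 0% = DMSO only wells and 100% = clavulanate BLA inhibitor control wells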
LRH-1 inv ag – suppresses constitutive activity of human LRH-1 | O00482 | HEK293T StAR-luciferase reporter, LRH-1 transfected, 24 h | inhibition, % at 3.6 µM | 360,000 tested, 0.13% active | AID 602396;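 active means inhibition above the mean inhibition of all tested compounds plus 3 SD, cut at about 73% in these data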;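 further: 0% = DMSO wells and 100% = reporter-only cells lacking LRH-1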
ABHD5 PLIN5 PPI – blocks binding of human ABHD5 to perilipin-5; AID 602281; 360,000 tested, 0.78% active; inhibition, % at 4 µM; Q00G26+Q8WTS1; Split G. princeps luciferase complementation, luminescence, 4 h;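 active means inhibition above the mean inhibition across every tested compound plus 3 SD, cut at about 22% in these data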;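 further: 0% = DMSO only wells and the 100% control is not disclosed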
TROY NFkB inh – inhibitors of TROY-dependent NF-kB signaling; 360,000 tested, 0.98% active; inhibition, % at 10 µM; Q293 LMP1-TROYcd NF-kB luciferase reporter, 4 h;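 active means compounds whose plate-normalised and pattern-corrected inhibition of the luciferase reporter signal at the single screening dose is 50% or more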
SRC2 inh – inhibits human steroid receptor coactivator 2. Q15596. HEK293 GAL4-SRC2 luciferase reporter, luminescence. 370,000 tested, 0.17% active. inhibition, % at 9 µM. AID 651957;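 active means inhibition above the mean inhibition of all tested compounds plus 3 SD, set per campaign, cut at about 52% in these data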;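 further: 0% = DMSO treated cells and 100% = cells given Gossypol at 36 µM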
SRC1 inh – human NCOA1 inhibition; Q15788; 360,000 tested, 0.12% active; inhibition, % at 3.6 µM; HEK293 GAL4-SRC1 luciferase reporter, luminescence;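 active means inhibition above the campaign mean plus 3 SD, with each screening campaign given its own cutoff, cut at about 60% in these data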;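 further: 0% = DMSO treated cells and 100% = gossypol at 36 µM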
NR2F2 inh – inhibitors of human COUP-TFII (NR2F2) | 370,000 tested, 0.7% active | HEK293T NGFI-A luciferase reporter, luminescence | inhibition, % at 8.6 µM | AID 686940 | P24468;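 active means inhibition above a per-plate cutoff, mean inhibition of test wells between control levels plus 3 SD, cut at about 38% in these data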;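 further: cells cotransfected with COUP-TFII expression vector driving the NGFI-A reporter; 0% = median of COUP-TF2 test wells and 100% = reporter-only cells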
NOD2-RIPK2 inh – inhibitors of human NOD2-RIPK2 interaction; 360,000 tested, 0.38% active; AID 624267; inhibition, % at 4.98 µM; O43353; CHO BLA complementation NOD2-RIPK2, CCF4 ratio; in the data active means inhibition above about 21%;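 further: 0% = vehicle only and 100% = reference blocker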
The depositor's hits bear a star; / = no result given. A portion of the library, so the mix of outcomes need not match the whole.

SMILES	TWEAK-Fn14 inh	SRC3 inh	Granule exo inh	TLR9-MyD88 block	LRH-1 inv ag	ABHD5 PLIN5 PPI	TROY NFkB inh	SRC2 inh	SRC1 inh	NR2F2 inh	NOD2-RIPK2 inh
COc1ccccc1C(=O)NCC(=O)OCC(=O)N(CC(C)C)c1c(N)n(Cc2ccccc2)c(=O)[nH]c1=O	8	-18	0	9	0	0	-9	3	2	-27	5
Cc1ccccc1C(=O)NC1CCN(CC(=O)NCc2cccs2)CC1	16	-30	-2	-1	-2	-1	-6	11	-14	-4	-12
CN(C)/C=C1\SC(=S)N(c2ccc(F)cc2)C1=O	1	-3	-1	2	-9	4	-10	7	-21	4	3
O=C(c1ccc2oc(CCCc3ccccc3)nc2c1)N1CCCC1	-11	-54	4	-2	-198	0	-21	-28	-102	-52	2
O=C(COc1cccnc1[N+](=O)[O-])N1CCN(S(=O)(=O)c2ccccc2)CC1	-4	11	0	3	7	-3	21	-18	-1	0	8
CCc1ccc(/C=N/NC(=S)NCCc2ccccc2)cc1	-3	-1	-3	-3	-11	-5	-17	7	12	14	-4
COC(=O)CCC(=O)Nc1ccc(OC)cc1	9	2	-3	11	-5	14	-6	2	-6	4	7
CC(Oc1ccc2ccccc2c1)C(=O)NNC(=O)Nc1ccccc1 (stereo not given)	13	1	26	-10	18	17	-2	-12	1	4	-1
CCN(CC(=O)Nc1ccc2c(c1)OCCO2)C(=O)c1ccc(C)c(S(=O)(=O)N2CCOCC2)c1	2	-5	6	2	-2	-5	-7	10	-25	1	-1
CCOC(=O)N1CCN(C(=O)C(CC(C)C)NS(=O)(=O)c2ccc3c(c2)oc(=O)n3C)CC1 (stereo not given)	-10	22	-2	3	15	1	-9	5	2	-7	3
CCCCCc1nnc(NC(=O)CS(=O)(=O)Cc2ccccc2)s1	6	4	-1	-4	8	-6	1	-8	0	5	-6
COc1ccccc1-c1noc(-c2ccccc2C(=O)Nc2cccnc2)n1	4	2	0	-9	-4	-5	-16	22	-12	-11	3
CC(C)(C)c1ccc(C(=O)CCC(=O)OCC(=O)NCCc2ccc(S(N)(=O)=O)cc2)cc1	-7	-2	2	3	26	4	13	54*	-3	29	3
Cc1ccc(NS(=O)(=O)c2cccc(C(=O)NNC(=O)c3ccco3)c2)c(C)c1	-12	1	5	1	23	9	5	-16	5	-14	-1
Nc1nncn1C(=O)c1cccs1	6	16	1	4	11	-6	20	11	-8	10	-14
CC(=O)C[C@H](O)CC(=O)[C@H]1OC(=O)[C@H](C)CCCCc2ccccc21	10	6	-2	-8	-4	-1	-8	-37	-7	-1	1
CS(=O)(=O)N(CC(=O)Nc1ccc(F)c(F)c1)c1cccc([N+](=O)[O-])c1	-16	16	-2	4	2	7	6	-16	14	2	-1
O=C(NCCCn1ccnc1)c1[nH]c(C(F)(F)F)nc1-c1ccccc1	-14	8	-2	/	11	7	-5	6	4	-19	-12
CCC(C(=O)N1CCc2cc(OC)c(OC)cc2C1)c1ccccc1 (stereo not given)	-6	5	10	-6	2	7	-1	0	8	3	-2
OC(CN1CCCCC1)Cn1c(C(F)(F)F)nc2ccccc21 (stereo not given)	-2	4	0	3	4	1	3	13	-13	5	-2
Cc1ccccc1/C=N/Nc1nc2ccccc2[nH]1	7	-55	-1	-5	-81	2	-29	-26	-45	-33	-4
COc1ccc(NC(=O)c2cccnc2N2CCOCC2)cc1	-3	9	9	6	14	1	16	-5	2	-7	-6
COC(C(=O)N1CCC(CCC(=O)Nc2ccccc2)CC1)c1ccccc1 (stereo not given)	-24	-26	-5	-2	-21	0	-4	-3	-28	0	-5
COc1ccc2nc(SCC(=O)Nc3ccc(S(=O)(=O)Nc4onc(C)c4C)cc3)[nH]c2c1	8	1	2	2	11	6	15	-11	-9	-6	-3
O=C(CSc1ccccc1)Nc1ccc(-c2nc3ccccc3[nH]2)cc1	-44	-67	-1	-2	-82	-3	-48	-9	-102	-37	3

(cont.)
SMILES	TWEAK-Fn14 inh	SRC3 inh	Granule exo inh	TLR9-MyD88 block	LRH-1 inv ag	ABHD5 PLIN5 PPI	TROY NFkB inh	SRC2 inh	SRC1 inh	NR2F2 inh	NOD2-RIPK2 inh
COC(=O)c1sccc1NC(=O)CSc1ccccc1NS(=O)(=O)c1ccc(F)cc1	20	0	2	4	0	1	39	8	-1	8	-1
CC12CC3CC1C(C(=O)O2)C3C(=O)O (stereo not given)	2	4	-4	6	4	8	9	4	-2	14	-3
CSCCC(NC(=O)OC(C)(C)C)C(=O)NC(CC(C)C)C(N)=O (stereo not given)	-2	10	7	-8	14	1	-18	-8	15	-18	-14
CCN(CC)S(=O)(=O)c1cccc(C(=O)NC(C(=O)NCCc2ccccn2)C(C)C)c1 (stereo not given)	-31	14	-1	-7	-12	-8	-11	19	6	-7	-2
FC(F)(F)C1=CC(c2ccc(Br)cc2)=NCCN1	11	-4	-2	-2	15	13	2	-6	9	4	3
O=S1(=O)C=C(N2CCOCC2)c2ccccc21	8	11	3	-10	-21	6	1	-22	-5	0	11
CC1(C)Cc2c(C#N)c(NCc3ccco3)nc(-c3ccco3)c2CO1	15	-1	-4	-3	0	6	-2	-13	11	-2	-8
Cc1onc(-c2ccccc2Cl)c1C(=O)N1CCCCCC1	14	-2	-5	-7	-1	4	-13	-1	-7	-39	-6
COc1ccc(C(=O)COc2ccc3ccc(=O)oc3c2)cc1	-10	0	4	0	17	0	-15	-11	-1	-3	-12
CCN1C(=O)c2cccc3c(NC(=O)c4ccc(S(=O)(=O)N5CCOCC5)cc4)ccc1c23	8	7	-1	2	55	7	7	-36	1	-27	5
CC1=C(C(=O)OCC2CCCO2)C(c2ccc(C)cc2)C2=C(CCCC2=O)N1 (stereo not given)	-4	5	1	5	3	6	-18	10	-3	13	-18
COc1ccccc1CCCNC(=O)C1CCC(=O)N(Cc2ccccc2F)C1 (stereo not given)	-23	-62	-3	0	-87	6	-56	-31	-50	-47	-5
O=C(N/N=C/c1ccc(Br)s1)c1cccnc1	11	7	-1	5	5	6	8	-3	-21	2	0
CC(=O)c1ccc(OCc2cc(C(=O)N3CCC(c4ccncc4)CC3)no2)cc1	1	17	2	-2	13	-2	13	-4	1	15	-6
CCN1C(=O)CC(NNC(=O)c2ccc(Cl)cc2)C1=O (stereo not given)	0	-2	-3	-2	11	-1	-7	-13	-13	-12	5
O=C(COC(=O)Cc1c[nH]c2ccccc12)NC1CCCCC1	6	8	77*	-4	-8	4	-1	-15	-36	-8	-8
C/C(CC(=O)Nc1cccc2c1CCCC2)=N\NC=O	3	-4	-9	-3	2	1	20	5	-4	-10	-10
CC[C@@H](C)[C@@H]1CN([C@@H](CN2CCC[C@H]2CN2C(N)=NC[C@H]2CC(C)C)C(C)C)C(=N)N1CCCC1CCCC1	7	6	5	2	-10	4	-9	3	-23	1	-2
O=c1c2sc3nc(N4CCOCC4)c4c(c3c2ncn1-c1ccccc1)CCCC4	10	15	41	6	33	-3	31	-16	8	2	7
O=C(CCl)NN1C(=O)NC(c2ccccc2)(c2ccccc2)C1=O	15	-31	-4	2	-31	-12	-1	0	-18	-16	-6
COc1ccc(S(=O)(=O)Nc2ccc(O)c(Sc3ncn[nH]3)c2)cc1	8	23	-1	8	2	10	0	0	11	-2	-7
O=C(O)CCCCCCCCCC(=O)c1cccs1	-4	9	4	-7	1	-2	19	13	-21	2	-7
O=C(NC1CCCCCCC1)c1ccc(F)c(S(=O)(=O)N2CCOCC2)c1	10	8	-1	9	10	-3	-6	6	2	-8	-6
CC(C)(C)c1ccc(OCC(=O)NNC(=O)Nc2ccccc2)cc1	-6	-6	-6	-10	-8	-3	16	-12	0	4	1
O=C(CSCc1nc2ccccc2[nH]1)N1CCN(c2cccc(Cl)c2)CC1	8	12	1	0	5	2	-27	-4	4	8	3

Next part:
SMILES	TWEAK-Fn14 inh	SRC3 inh	Granule exo inh	TLR9-MyD88 block	LRH-1 inv ag	ABHD5 PLIN5 PPI	TROY NFkB inh	SRC2 inh	SRC1 inh	NR2F2 inh	NOD2-RIPK2 inh
COc1ccc2oc(C(=O)OCC(=O)Nc3ccc(OC)c(S(N)(=O)=O)c3)c(C)c2c1	-27	9	-2	-5	2	-10	-6	-40	3	-9	-9
Cc1ccc(N(Cc2cc3ccc(C)cc3[nH]c2=O)S(=O)(=O)c2ccccc2)c(C)c1	-61	0	-1	-3	6	-3	-91	-20	2	-7	-19
Cc1nc2ccc(C(=O)N(C)Cc3ccccc3)cn2c1N(C)C(=O)CCc1ccccc1	2	4	-3	/	4	0	-14	-13	8	-1	-2
CC(=NCc1cccc(Cl)c1)c1nc(-c2ccco2)oc1O	-4	30	-3	6	29	4	-38	1	28	-7	-6
O=[N+]([O-])c1ccc(CC(Cl)c2ccccn2)cc1 (stereo not given)	-27	-39	-5	-1	-69	11	-49	-92	-46	-32	4
FC(F)(F)c1cnc2c(c1)[nH]c(=S)n2-c1ccc(Cl)cc1	13	13	-3	4	9	-9	33	0	15	14	-3
COc1ccccc1NC(=O)Cn1c(=O)n2nc(C)nc2c2ccccc21	-22	6	5	0	21	3	-10	-44	-18	-16	4
CCCCN(C(=O)CCCc1nc2ccccc2s1)c1c(N)n(CC(C)C)c(=O)[nH]c1=O	11	8	0	1	-30	-13	-4	10	-3	12	-11
CCC1=NN(C(=O)c2ccc(Br)cc2)C(O)(c2ccccc2)C1 (stereo not given)	40	7	1	8	-47	-8	-37	-24	8	-15	-4
CCc1ccc(OCC(=O)NNC(=O)CSc2nnc(-c3ccc(C)cc3)n2C)cc1	-17	-4	2	-7	1	-8	-17	-8	3	7	3
Cc1ccc(NC(=O)CSc2nc3nc(C)c(Br)cc3[nH]2)cc1F	5	-4	-2	13	14	0	26	19	1	7	-8
CCOC(=O)c1ccc(-n2c(C)ccc2C)cc1	-17	18	5	-20	2	-7	1	-20	12	1	-8
O=C(NCc1ccco1)c1ccc(Cl)c(S(=O)(=O)N2CCOCC2)c1	7	8	-2	-8	-4	-4	15	11	-48	6	5
COc1ccc2oc(=O)c(-c3nnc(NCc4ccco4)s3)cc2c1	-20	-52	-2	20	-82	60*	-19	-42	-60	-25	21*
CC1CN2C(c3ccc([N+](=O)[O-])cc3)=CSC2=N1 (stereo not given)	-21	-5	-6	1	-2	-8	-1	5	-7	1	-7
CCC(C)[C@H](N)c1nnc(SCC(=O)c2ccc(Cl)cc2)o1 (stereo not given in full)	-12	-14	-2	-11	-18	-8	3	9	-4	-5	14
NS(=O)(=O)c1ccc(CCNS(=O)(=O)c2cccc3nsnc23)cc1	-1	-14	-4	17	-4	1	-13	-23	7	-5	-1
CCOC(=O)CCc1cccc2c1CCC2=O	-7	-1	-4	-2	3	-3	26	2	-21	-4	-10

Pulled by compound from the list above (two):
SMILES	TWEAK-Fn14 inh	SRC3 inh	Granule exo inh	TLR9-MyD88 block	LRH-1 inv ag	ABHD5 PLIN5 PPI	TROY NFkB inh	SRC2 inh	SRC1 inh	NR2F2 inh	NOD2-RIPK2 inh
CCC(C)[C@H](N)c1nnc(SCC(=O)c2ccc(Cl)cc2)o1 (stereo not given in full)	-12	-14	-2	-11	-18	-8	3	9	-4	-5	14
CCCCCc1nnc(NC(=O)CS(=O)(=O)Cc2ccccc2)s1	6	4	-1	-4	8	-6	1	-8	0	5	-6
